Shiga inhibitor: A qHTS for Small Molecule Inhibitors of Shiga Toxin; Vero cells, Shiga toxin protein synthesis inhibition reporter; inhibition, % at 38.7 µM; hit rate 9.2% among 290,000; AID 2315, 2010; in the data active = inhibition mostly above about 28%, no sharp cut-off; inactive = mostly below about 43%; note: 0% is about no effect
AmpC detergent: qHTS Inhibitors of AmpC Beta-Lactamase (assay with detergent); P00811; AmpC hydrolysis of nitrocefin, absorbance 480 nm, 0.01% Triton; Potency, µM (doses to about 114 µM), for the others: top-dose activity change, negative = inhibition, hits mostly inhibitors; hit rate 0.041% among 370,000; AID 485294, 2010;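 note: potency is the fitted concentration of half-maximal effect; 0% = no-compound wells and -100% = no-enzyme wells; nearly all actives have a fitted effect of over 25% in size; some results filed as inactive show a strong effect at the top dose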
Target sequence (P00811 whole entry, looked up): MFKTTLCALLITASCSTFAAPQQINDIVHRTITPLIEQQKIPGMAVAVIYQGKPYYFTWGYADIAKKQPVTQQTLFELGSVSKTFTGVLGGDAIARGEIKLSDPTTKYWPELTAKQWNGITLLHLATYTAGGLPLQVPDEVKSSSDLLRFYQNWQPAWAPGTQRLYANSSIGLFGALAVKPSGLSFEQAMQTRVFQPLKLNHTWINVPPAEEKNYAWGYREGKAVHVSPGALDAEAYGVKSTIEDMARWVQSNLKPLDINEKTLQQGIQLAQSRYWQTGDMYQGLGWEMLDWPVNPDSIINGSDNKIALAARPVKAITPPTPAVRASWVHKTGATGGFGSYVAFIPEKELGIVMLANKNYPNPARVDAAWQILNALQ
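20 mM phosphate pH 7.0 + 0.01% (detergent screen) or 0.0001% Triton X-100; 5.3 nM AmpC reagent; cpd preinc 15 min RT; nitrocefin (800 uM stock) to start; A480 q20 s × 4 min; Activity was normalised to no-enzyme and no-compound control wells.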
Cycloheximide cs: Cycloheximide Counterscreen for Small Molecule Inhibitors of Shiga Toxin; cell reporter, cycloheximide protein synthesis inhibition counterscreen; max response, %; hit rate 12% among 300,000; in the data active = max response mostly above about 13%, no sharp cut-off; inactive = mostly below about 14%; note: read at 38.3 µM for the half of the compounds with a filed dose; 0% is about no effect
FBPA Giardia inh: qHTS Assay for Inhibitors of Fructose-1,6-bisphosphate Aldolase from Giardia Lamblia; A8B2U2; purified Giardia FBPA; Potency, µM (series often up to 59.6 µM), for the others: top-dose activity, negative = inhibition, hits mostly inhibitors; hit rate 0.71% among 290,000; AID 2451, 2010; note: potency is the fitted concentration of half-maximal effect; % is set by controls: 0 for no effect and ±100 for the full control effect; nearly all actives have a fitted effect of over 55% in size
Target sequence (A8B2U2 whole entry, looked up): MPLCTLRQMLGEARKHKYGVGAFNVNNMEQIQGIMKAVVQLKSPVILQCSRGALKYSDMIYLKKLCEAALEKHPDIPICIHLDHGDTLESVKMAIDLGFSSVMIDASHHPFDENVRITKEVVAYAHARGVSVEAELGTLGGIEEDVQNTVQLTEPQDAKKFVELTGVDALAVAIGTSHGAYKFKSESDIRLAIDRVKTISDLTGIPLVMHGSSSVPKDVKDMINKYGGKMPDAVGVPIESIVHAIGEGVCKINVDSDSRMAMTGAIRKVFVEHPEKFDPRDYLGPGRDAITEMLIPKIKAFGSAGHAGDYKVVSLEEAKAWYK
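40 nM FBPA preincubated 10 min at RT with compound (up to 57.5 uM final), then substrate plus GAPDH/TPI/NAD/arsenate coupling and diaphorase/resazurin added. Fluorescence read after 20 min at RT, 525/598 nm.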
AMA1 RON2 block: qHTS for Inhibitors of AMA1-RON; Towards Development of Antimalarial Drug Lead: Primary Screen; AID 720542, 2013; Potency, µM (top dose mostly 58.2 µM), inactives show at the highest dose activity change, negative = inhibition, usual class: inhibitors; AlphaScreen AMA1-biotinylated RON2 peptide binding; hit rate 0.2% among 360,000;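 note: potency is the fitted concentration of half-maximal effect; 0% = vehicle wells and -100% = peptide control; nearly all actives have a fitted effect of over 45% in size; some results filed as inactive show a strong effect at the top dose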
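AMA1 (3D7) with his tag at 25 nM final met compounds first, then biotinylated RON2 peptide at 25 nM; detection used donor plus acceptor beads, 10 µg/mL apiece, read by AlphaScreen after 30 min at room temperature.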
AmpC no deterg: qHTS Inhibitors of AmpC Beta-Lactamase (assay without detergent); P00811; AmpC nitrocefin hydrolysis, absorbance 480 nm, 0.0001% Triton; Potency, µM (series often up to 57.1 µM), inactives show top-dose activity change, negative = inhibition, most hits filed as inhibitors; hit rate 0.52% among 330,000; AID 485341, 2010;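 note: potency is the fitted concentration of half-maximal effect; plate controls were no compound for no effect and no enzyme for full effect; nearly all actives have a fitted effect of over 20% in size; some results filed as inactive show a strong effect at the top dose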
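AmpC (5.3 nM in the dispensed reagent) in 20 mM phosphate pH 7.0 with 0.01% (detergent screen) or 0.0001% Triton X-100 was preincubated with compounds for 15 min at room temperature. Nitrocefin was then added from an 800 uM solution, and hydrolysis was followed at 480 nm.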
HCMV antiviral: qHTS Assay for inhibitors of the human cytomegalovirus (HCMV) | activity change, negative = inhibition, % at 57.5 µM | hit rate 4.5% among 410,000 | HFF cells, HCMV-luciferase reporter, 72 h; stronger effect = lower value | AID 1259415, 2018; in the data active = activity change below about -60%; inconclusive = no clear call, values can overlap the other calls; inactive = above about -39%; note: % is set by controls: 0 for no effect and ±100 for the full control effect
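Luciferase read-out from HCMV-luciferase-infected HFFs (MOI 1 PFU/cell) 72 h post infection at 37C; compounds added after 16 h cell attachment; activity normalized between buffer-only basal and Salinomycin (10uM) inhibitor controls.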
* = called active by the depositor; u = inconclusive; x = no result given; & = joins results of further samples; ! = a repeat was not active; [ ] = remark or other dose. Unless noted, calls come from the whole dose curve; as a rule, active = well fitted curve in the direction sought with a large enough effect; inconclusive = small, poorly fitted or top-dose-only effect, or another doubt; inactive = no such curve, though single readings can be large; an effect the other way counts as inactive or inconclusive.

SMILES	Shiga inhibitor	AmpC detergent	Cycloheximide cs	FBPA Giardia inh	AMA1 RON2 block	AmpC no deterg	HCMV antiviral
Cn1c(=O)n(C)c2cc(NS(=O)(=O)c3ccccc3)ccc21	13	-1%	-2	-10%	-7%	-11%	x
CCc1nnc(N/N=C/c2c(Cl)cccc2Cl)n1N	-13	-2%	-3	u	54%[activator]	82%[activator]	-34
Cc1ccc2nc(-c3ccccc3)cc(C(=O)NCCCn3ccnc3)c2c1	-3	3%	-1	3%	-4%	60%[activator]	73
CCCC(=O)C1=C(c2ccccc2)C(C#N)(C#N)C(C#N)=C1N	-4	u	4	u	19%	-40%	-1
O=C(CSc1nnc(NC(=O)c2ccco2)s1)Nc1ccccc1Br	-17	5%	-7	12%	10%	-10%	20
CCC(=O)N1CCc2cc(Br)cc(S(=O)(=O)Nc3c(C)n(C)n(-c4ccccc4)c3=O)c21	27	-9%	-3	1%	x	-26%	x
COc1ccc(CNCc2ccco2)cc1OCc1ccccc1	90*	10%	41*	u	-21%	16%	18
CSc1nc(-c2ccccc2)ccc1C(N)=O	15	3%	16	0%	-4%	0%	18
Cc1c(C(=O)N2CCCCC2)sc(N)c1C#N	-12	-10%	-2	0%	4%	-15%	6
Cc1ccsc1/C=N/Nc1ccc(Cl)nn1	17	-9%	14*	2%	50%[activator]	-10%	34
CC1Cc2ccccc2N1C(=O)COC(=O)c1ccc(Cl)nc1 (stereo not drawn)	25	u	20	2%	-7%	-13%[2.29 µM]	4
CN(c1ccccc1)S(=O)(=O)c1ccc(C(=O)NCc2ccc(F)cc2)cc1	x	x	x	x	-9%	-18%	19
Cc1cc(=O)oc2cc(OCC3CC(c4ccc(N(C)C)cc4)=NO3)ccc12 (stereo not drawn)	-8	-14%	-2	-3%	u	-14%	39
COCCNC(=S)N1CCN(S(=O)(=O)c2ccc(Cl)s2)CC1	-18	1%	1	x	-9%	16%	18
O=C(NCc1ccccn1)C1(C(F)(F)F)C/C(=C\Cc2ccccc2)CCCO1 (stereo not drawn)	2	x	17	u	x	x	x
CCCn1c(=N)n(CC(=O)c2ccc(Cl)c(Cl)c2)c2ccccc21	-3	3%	0	6%	13%	-27%	-16
O=C(N1CCN(Cc2ccccc2)CC1)C(Cl)(Cl)Cl	14	-1%	6	2%	2%	-13%	-17
FC(F)(F)c1ccc(N=Cc2sc(N3CCOCC3)nc2-c2ccccc2)cc1	-5	-2%	0	6%	u	-14%	45
CC1(NC(=O)Nc2cccc3ccccc23)CCS(=O)(=O)C1 (stereo not drawn)	-12	-5%	0	9%	11%	-16%	-29
Cc1c(/C(O)=C2\C(=O)C(=O)N(CCN(C)C)C2c2cccnc2)cnn1-c1ccccc1 (stereo not drawn)	13	-4%	15*	9%	0%	293%[activator]	25
CC1CN(C2CCN(S(=O)(=O)c3ccc(F)cc3)CC2)CC(C)O1 (stereo not drawn)	-12	-5%	12	-28%	-10%	-5%	-14
CCC(C)(C)n1nnnc1C(c1ccccn1)N1CCN(c2cccc(OC)c2)CC1 (stereo not drawn)	1	1%	0	2%	-4%	27%	1
COC(=O)C(CC(C)C)NC(=O)/C=C/c1ccc(Cl)cc1 (stereo not drawn)	20	-8%	-3	0%	13%	-18%	-39
COc1cc2[nH]c(=O)n(CCC(=O)NC3CCN(Cc4ccccc4)CC3)c(=O)c2cc1OC	-15	-9%	1	1%	2%	11%	-25
O=C(O)c1c[nH]c2ccc(F)cc2c1=O	-3	1%	4	-17%	3%	-10%	-36
COc1ccc(CCNC(=O)C2CCCN2C(=O)Nc2ccc(Cl)cc2)cc1OC (stereo not drawn)	x	2%	-1	15%	8%	3%	-9
CN(C)c1ccc(-c2cccc(C3CC=CC4C3C(=O)N(Cc3ccccc3)C4c3ccc(C(F)(F)F)cc3)c2)cc1 (stereo not drawn)	50&17	-1%	14*!	1%&0%	-30%	-39%	u
Cc1ccc(S(=O)(=O)N(Cc2cc3ccccc3[nH]c2=O)c2cccc(C)c2)cc1	3	-11%	-2	-10%	-1%	-26%	14
CCOC(=O)CSc1cc(=O)n(C)c2cc(Cl)ccc12	-20	-5%	-7	-2%	-1%	118%[activator]	49
C=C(C)COc1ccc(-c2nc(N)ncc2Oc2ccccc2OCC)c(O)c1	13	0%	-1	-5%	-14%	-4%	25
O=C(CCCOc1ccc(Cl)cc1Cl)Nc1nnc(C2CC2)s1	-3	4%	-1	x	-12%	-12%	35
C=CCNC(=O)c1ccc(N(CC=C)S(C)(=O)=O)cc1	0	u	-1	0%	9%	-15%	25
O=C(CCSc1ccc(Cl)cc1)N1CCN(c2ncccn2)CC1	38	u	17*	2%	-9%	23%	2
c1csc(-c2nc(N3CCOCC3)c3ccccc3n2)c1	13	4%	-8	13%	1%	0%	-8
CC1=NN(Cc2ccccc2)C(=O)C1	-18	-3%	-1	-9%	0%	-40%	-27
Cc1ccc(NC(=O)c2ccc(NCCCN3CCOCC3)c([N+](=O)[O-])c2)cc1Cl	8	u	1	5%	5%[2.32 µM]	159%[activator]	u
O=S(=O)(c1cc(Cl)ccc1Cl)N1CCN(Cc2ccc3c(c2)OCO3)CC1	-10	u	-3	3%	-1%	-8%	7
CS(=O)(=O)N1CCCC(C(=O)NC2CCCCCCC2)C1 (stereo not drawn)	-1	u	-1	5%	1%	-4%	-22
CCCNc1c(NC(=O)c2ccc3c(c2)OCO3)c(=O)oc2ccccc12	-13	-6%	-8	x	0%	-10%	-14
O=C(Nc1cccc(O)c1)C1CC(c2c(F)cccc2Cl)=NO1 (stereo not drawn)	x	u	13	-2%	0%	-21%	71
COc1cccc(Oc2cn[nH]c2-c2ccc(OC)cc2O)c1	23	-10%	-1	-25%	-7%	-13%	-7
CCc1ccccc1NCC(=O)Nc1ccccc1C(=O)OC	0	0%	-2	-1%	16%	-16%	u
O=C(O)CSc1nnnn1-c1ccc2c(c1)OCCO2	-6	-1%	-3	u	-9%	-7%	28
Cc1cc(C)c(C)c(S(=O)(=O)N2CCNCC2)c1C	19	-11%	4	3%	0%	-5%	-31
Cc1cc(C)cc(N(CC(=O)N/N=C/c2ccncc2)S(=O)(=O)c2ccccc2)c1	1	-7%	-4	6%	-20%	-15%	-22
N#CCC(=O)Nc1ccc(C(F)(F)F)cc1N1CCOCC1	-5	0%	-2	-11%	6%	51%	-16
Cc1ccc(-n2nc3c(c2NC(=O)c2ccc4c(c2)OCO4)CS(=O)C3)c(C)c1 (stereo not drawn)	x	-20%	x	x	60%[activator]	-11%	-15
COc1ccc(CN(C)C(C)C(=O)Nc2ccc(S(=O)(=O)N3CCCCC3)cc2)cc1F (stereo not drawn)	x	-4%	x	x	-9%	-32%	-2
O=C(Nc1ccc(N2CCN(C(=O)c3cccs3)CC2)cc1)c1ccc([N+](=O)[O-])o1	-23	4%	-9	x	x	1%	x
COc1ccc(/C=C(/NC(=O)c2ccco2)C(=O)Nc2ccc(C(C)=O)cc2)cc1	-4	-9%	3	2%	2%	5%	-17
COc1ccc(-n2cccc2/C=C/[N+](=O)[O-])cc1	-20	-12%	-8	-21%	-14%	-16%	-102*
O=C(O)[C@@H]1CCCN1c1ncnc2sc3c(c12)CCC3	-9	1%	0	8%	5%	-24%	26
COc1ccccc1CN(C)c1ccc(S(=O)(=O)N2CCN(C)CC2)cn1	x	-3%	x	x	-1%	134%[activator]	8
CCN1C(=O)[C@H]2[C@@H](c3ccc(C)cc3)N3C(=O)N(c4ccc(C(F)(F)F)cc4)C(=O)[C@@]3(Cc3ccccc3)[C@H]2C1=O	15	-6%	3	1%	1%	90%[activator]	u
CCN1CCN(C(=O)Cn2cnc3sc(C)c(S(=O)(=O)N4CCN(c5ncccn5)CC4)c3c2=O)CC1	-5	-2%	2	2%	-8%	-6%	-3
CC1(C)CC(NC(=O)c2ccc(Cl)cc2Cl)CC(C)(C)N1	x	-6%	-4	6%	-3%	-20%	66
CCOC(=O)CN1C(=O)C(Sc2n[nH]c(-c3cccc(C)c3)n2)CCc2ccccc21 (stereo not drawn)	-19	1%	-5	-4%	-5%	-5%	-31
CCCn1c(=O)c(Cc2ccccc2)c(O)c2ccccc21	34	1%	4	-14%	3%	-2%	7
O=C1C2CCCN2C(=S)N1c1ccc(Cl)cc1 (stereo not drawn)	4	-4%	-3	-2%	-7%	-21%	1
Cc1cc(C)cc(Oc2coc3cc(OC(=O)c4cccs4)ccc3c2=O)c1	11	u	6	1%	0%	-32%	-26
(cont.)
SMILES	Shiga inhibitor	AmpC detergent	Cycloheximide cs	FBPA Giardia inh	AMA1 RON2 block	AmpC no deterg	HCMV antiviral
CS(=O)(=O)N1CCC(c2noc(-c3ccc(C(F)(F)F)cc3)n2)CC1	10	3%	13	2%	12%	-3%	u
O=C(N/N=C/c1cccc(F)c1)c1csc2c1CCCC2	95*	-7%	55*	-14%	11%	-43%	40
C=C(CC[C@@H](O)C(C)(C)O)[C@H]1CC[C@]2(C)[C@@H]1CCC1[C@@]3(C)CC[C@H](O)C(C)(C)C3CC[C@]12C (stereo partly drawn)	x	x	x	x	3%	-10%	-21
COCc1cc(=O)oc2cc(NS(=O)(=O)c3ccc(C)cc3)ccc12	8	6%	2	-11%	-1%	-24%	52
Cc1cccc(-c2noc(CN(C(=O)CCc3ccccc3)C(C)C)n2)c1	7	-9%	-4	-1%	-1%	45%	14
COc1ccc(CCNC(=S)Nc2cc(C)cc(C)c2)cc1	-11	-5%	0	1%	-5%	u	-29
CN(C)c1ccc(/C=N/NC(=O)c2ccc(CN3CCOCC3)cc2)cc1Br	-12	-1%	1	-1%	-1%	72%[activator]	u
Brc1ccc(C[n+]2ccccc2)cc1	x	3%	x	x	-4%	-17%	-3
Cc1ccc(-c2nc3sc(C(N)=O)c(N)c3c3c2CCCC3)cc1	-12	0%	-3	19%	19%	12%	-30

Whole records, looked up by structure.
Listed for Cc1ccc(-c2nc3sc(C(N)=O)c(N)c3c3c2CCCC3)cc1 = Shiga inhibitor: -12; AmpC detergent: 0%; Cycloheximide cs: -3; FBPA Giardia inh: 19%; AMA1 RON2 block: 19%; AmpC no deterg: 12%; HCMV antiviral: -30
Listed for Cc1cccc(-c2noc(CN(C(=O)CCc3ccccc3)C(C)C)n2)c1 = Shiga inhibitor: 7; AmpC detergent: -9%; Cycloheximide cs: -4; FBPA Giardia inh: -1%; AMA1 RON2 block: -1%; AmpC no deterg: 45%; HCMV antiviral: 14

Bioassay records deposited in PubChem by National Center for Advancing Translational Sciences (NCATS).
